Compound activity as filed in PubChem BioAssay.
eLon inh = inhibitors of E. coli Lon protease, primary screen, biochemical, fluorescence polarization; P0A9M0; purified E. coli Lon protease; inhibition, % at 7.94 µM; 360,000 compounds, 0.42% hits; AID 602123, 2011; in the data active = inhibition above about 13%, passing the limit was not always enough;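 note: 0% = enzyme with probe and DMSO and 100% = no enzyme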
FAS-TE inh = FAS thioesterase domain inhibitors, primary screen, biochemical, fluorescence intensity, uHTS; Fatty acid synthase (Homo sapiens), P49327; recombinant FAS-TE, OMFH fluorogenic substrate, fluorescence endpoint; inhibition, % at 15 µM; 360,000 compounds, 0.67% hits;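 active = compounds whose normalised, plate-corrected inhibition of enzyme fluorescence in the single-dose primary screen is 50% or more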;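 note: 0% = DMSO with enzyme and 100% = substrate without enzyme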
CSN deneddyl inh = inhibitors of CSN-mediated cullin deneddylation, primary screen, biochemical, fluorescence polarization, uHTS; Purified CSN, SCF-Nedd8-OG deneddylation; inhibition, % at 12.5 µM; 360,000 compounds, 0.38% hits; COP9 signalosome complex subunit 5 (Homo sapiens), Q92905;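 active = pattern-corrected inhibition above about 35%, with an unprinted fluorescence ratio check between 0.5 and 1.5, limit read from the data, passing the limit was not always enough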;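 note: 0% = enzyme with substrate and 100% = substrate without enzyme; some results filed as inactive read as strong as hits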
Target sequence (Q92905 whole entry, looked up, one chain of several): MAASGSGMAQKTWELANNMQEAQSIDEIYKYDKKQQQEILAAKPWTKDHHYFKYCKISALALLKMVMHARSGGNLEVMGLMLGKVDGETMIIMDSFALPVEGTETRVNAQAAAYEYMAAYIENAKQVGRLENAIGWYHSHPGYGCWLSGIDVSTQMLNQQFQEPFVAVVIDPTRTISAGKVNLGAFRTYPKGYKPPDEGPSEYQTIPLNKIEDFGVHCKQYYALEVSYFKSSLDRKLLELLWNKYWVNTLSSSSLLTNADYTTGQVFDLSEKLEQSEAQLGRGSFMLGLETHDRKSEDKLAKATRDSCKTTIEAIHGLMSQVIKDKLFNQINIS
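Assay system: purified human Csn5 enzyme expressed in HEK293T cells; measure: % inhibition; also added: SCFSkp2-Nedd8OG substrate at 10 nM final; technique: fluorescence polarization; times: reaction 90 min, room temperature; medium: Tris buffer pH 7.5, NaCl, DTT, Tween-20, trehalose, ovalbumin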
bovine MsrA act = bovine MsrA enzyme activators, primary screen, biochemical, absorbance, HTS; Methionine sulfoxide reductase A (Bos taurus); purified bovine MsrA, absorbance read-out; activation, % at 10.6 µM; 360,000 compounds, 0.3% hits; in the data active = activation above about 7.5%;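 note: 0% = vehicle and 100% = reference activator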
Neddylation inh = inhibitors of cullin neddylation, primary screen, biochemical, TR-FRET, uHTS, NAE and Ubc12; NEDD8-conjugating enzyme Ubc12 (Homo sapiens) + NEDD8-activating enzyme E1 regulatory …; calls only at 25 µM; 360,000 compounds, 0.58% hits; AID 651699, 2012; in the data active = inhibition above about 36%
Rin1 Abl inh = inhibitors of Rin1-Abl protein binding, primary screen, biochemical, TR-FRET. 360,000 compounds, 0.4% hits. inhibition, % at 7.35 µM. Tyrosine-protein kinase ABL1 (Homo sapiens) + Ras and Rab interactor 1 (Homo sapiens), …. AID 588664, 2011; in the data active = inhibition above about 5%, passing the limit was not always enough
TbMetRS inhib = T. brucei MetRS inhibitors, primary screen, biochemical, luminescence; methionyl-tRNA synthetase (Trypanosoma brucei brucei); purified T. brucei MetRS, ATP depletion, Kinase-Glo luminescence; inhibition, % at 11.9 µM; 360,000 compounds, 0.4% hits;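 active = inhibition above a per-plate cutoff of the control wells' mean inhibition plus 3 SD, cut at about 5.5% in these data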;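 note: 0% = DMSO wells median and 100% = median of wells with control inhibitor compound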
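Dosing: 11.9 µM compound single dose, 0.9% DMSO; Assay system: purified T. brucei MetRS enzyme; Measured by: Kinase-Glo luciferase luminescence reporting remaining unconsumed ATP; Schedule: 15 min plus 2 h at 25 °C.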
MLLE-PAM2 inh = inhibitors of PABP1 MLLE–PAM2 peptide binding, primary screen, biochemical, fluorescence polarization, FITC-PAM2, GST-MLLE | inhibition, % at 20 µM | 360,000 compounds, 0.36% hits; in the data active = inhibition above about 35%, passing the limit was not always enough;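 note: plate controls were DMSO wells with GST-MLLE for no effect and wells lacking GST-MLLE protein for full effect; some results filed as inactive read as strong as hits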
Target sequence (P11940 whole entry, looked up): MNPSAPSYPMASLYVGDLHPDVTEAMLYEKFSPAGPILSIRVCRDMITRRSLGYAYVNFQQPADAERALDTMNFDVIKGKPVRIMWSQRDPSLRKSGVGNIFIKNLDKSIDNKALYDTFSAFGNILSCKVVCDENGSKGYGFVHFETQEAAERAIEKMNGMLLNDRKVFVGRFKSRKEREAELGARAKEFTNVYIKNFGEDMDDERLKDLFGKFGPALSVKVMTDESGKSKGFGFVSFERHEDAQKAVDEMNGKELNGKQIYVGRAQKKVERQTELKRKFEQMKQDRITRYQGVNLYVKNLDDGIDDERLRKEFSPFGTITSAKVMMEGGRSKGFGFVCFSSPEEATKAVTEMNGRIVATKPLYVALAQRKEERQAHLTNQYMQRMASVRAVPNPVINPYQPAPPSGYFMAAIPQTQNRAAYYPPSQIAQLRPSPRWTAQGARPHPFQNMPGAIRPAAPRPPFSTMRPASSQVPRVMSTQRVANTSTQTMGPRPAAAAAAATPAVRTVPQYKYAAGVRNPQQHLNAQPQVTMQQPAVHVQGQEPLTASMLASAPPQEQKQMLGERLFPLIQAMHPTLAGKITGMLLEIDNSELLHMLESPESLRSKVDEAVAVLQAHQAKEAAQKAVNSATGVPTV
MsrA inh = bovine MsrA enzyme inhibitors, primary screen, biochemical, absorbance, HTS; Methionine sulfoxide reductase A (Bos taurus); purified bovine MsrA, absorbance read-out; inhibition, % at 15.5 µM; 360,000 compounds, 0.75% hits; in the data active = inhibition above about 4.5%;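 note: 0% = vehicle wells with enzyme and 100% = reference inhibitor wells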
An asterisk follows results filed as active; i = inactive; . = not tested or not shown.

SMILES	eLon inh	FAS-TE inh	CSN deneddyl inh	bovine MsrA act	Neddylation inh	Rin1 Abl inh	TbMetRS inhib	MLLE-PAM2 inh	MsrA inh
Cc1ccc(C(O)c2ccncc2)cc1 (stereo not drawn)	2	-7	0	0	i	-2	-0.8	7	-1.4
CN1CCN(c2nc(-c3ccc(Cl)cc3)cc(=O)[nH]2)CC1	-8	-3	-3	-3	i	-1	-0.8	2	1.1
O=C(NCCc1ccccc1)C1CCN(c2nc3ccccc3o2)CC1	-1	2	-3	-3	i	-2	-0.4	1	.
O=C(CCc1c[nH]c2ccccc12)NCc1ccc2c(c1)OCO2	0	-4	0	-4	i	0	-0.1	-16	0.5
CC1CC(C)CN(C(=O)c2cccc(S(=O)(=O)N3c4ccccc4CC3C)c2)C1 (stereo not drawn)	-6	21	0	-2	i	5	-0.4	0	-0.2
CC(C)CNC(=S)Nc1ccc(F)cc1	-9	-11	-9	-2	i	-4	0.2	1	-0.1
CCCOc1ccc(/C=C2\SC(=S)N(CC3CCCO3)C2=O)cc1 (stereo not drawn)	-16	20	-7	-1	i	-4	-0.5	8	-0.1
Nn1cnnc1SCC(=O)Nc1ccc2c(c1)OCCO2	6	-9	0	-5	i	1	-0.6	-6	-0.6
CC1CCN(c2ccc(NC(=O)c3ccc(Br)o3)cc2)CC1	3	3	3	-2	i	-3	-0.4	-4	0.5
COC(=O)C1SCC2C(=O)N(Cc3ccc(Cl)c(Cl)c3)CC(=O)N21 (stereo not drawn)	-2	-3	-1	3	i	2	0.1	5	0.5
C/C(=N/NC(=O)CN1CCN(Cc2ccccc2Cl)CC1)c1cccnc1	7	-4	3	-9	i	-1	-1.1	5	-0.6
CC1(C)Cc2c(sc(NC(=O)C(=O)N3CCCCC3)c2C(N)=O)CO1	-20	-5	-7	-2	i	-1	0.1	7	2.2
Cc1nn(-c2ccccc2)c(C)c1NC(=O)COc1ccc(C#N)cc1	0	-9	-6	-4	i	-1	-0.9	-9	-0.6
Cc1occc1-c1nnc(SCC(=O)N2CC(=O)Nc3ccccc32)n1CC(C)C	-3	-12	-2	-4	i	0	-0.4	-29	-0.7
CC(=O)Nc1cccc(NC(=S)Nc2cccc3ccccc23)c1	11	4	25	-1	i	-1	1.2	28	-0.8
Cc1ccccc1OCCC(=O)OCC(=O)NC(=O)c1ccccc1	10	-1	0	-3	i	4	-0.3	-15	-1.4
CS(=O)(=O)c1ccc(Nc2nc(C(N)Cc3ccc(F)cc3)cs2)cc1 (stereo not drawn)	8	-5	4	-1	i	2	0.1	0	1.3
COc1ccc(OCc2cc(-c3ccc(Cl)cc3)no2)cc1	-7	11	-4	2	i	-1	-0.6	4	-1.4
CCCC(=O)c1cc2c(cc1NC(=O)CC)OCCO2	3	-5	2	-2	i	-3	-0.9	-3	-0.3
COC(=O)C1=C(SC)N(c2ccc(OC)cc2)C(c2ccccc2)CC1=O (stereo not drawn)	8	-14	-2	-3	i	-2	-0.8	2	1.6
C/C(=N\NC(=O)Cn1ccc(C(F)(F)F)n1)c1ccco1	0	-4	2	1	i	2	0.0	-19	0.9
Cc1cccc(-n2c(=O)c3c4c(sc3n3c(=S)[nH]nc23)CCC4)c1	1	-1	-3	-3	i	-2	0.2	-71	1.5
C=CCC(O)c1c(-c2ccccc2)nn(C)c1Cl (stereo not drawn)	5	0	-19	1	i	4	0.4	12	-0.5
COc1ccccc1CC(=O)N1CCN(c2cccc(Cl)c2)CC1	-1	3	5	1	i	-1	-0.3	13	-0.1

Part of the list above, reformatted:
Compound: C=CCC(O)c1c(-c2ccccc2)nn(C)c1Cl (stereo not drawn)
- eLon inh = 5
- FAS-TE inh = 0
- CSN deneddyl inh = -19
- bovine MsrA act = 1
- Neddylation inh = i
- Rin1 Abl inh = 4
- TbMetRS inhib = 0.4
- MLLE-PAM2 inh = 12
- MsrA inh = -0.5

Compound: CS(=O)(=O)c1ccc(Nc2nc(C(N)Cc3ccc(F)cc3)cs2)cc1 (stereo not drawn)
- eLon inh = 8
- FAS-TE inh = -5
- CSN deneddyl inh = 4
- bovine MsrA act = -1
- Neddylation inh = i
- Rin1 Abl inh = 2
- TbMetRS inhib = 0.1
- MLLE-PAM2 inh = 0
- MsrA inh = 1.3

Compound: CC(=O)Nc1cccc(NC(=S)Nc2cccc3ccccc23)c1
- eLon inh = 11
- FAS-TE inh = 4
- CSN deneddyl inh = 25
- bovine MsrA act = -1
- Neddylation inh = i
- Rin1 Abl inh = -1
- TbMetRS inhib = 1.2
- MLLE-PAM2 inh = 28
- MsrA inh = -0.8

Next section
SMILES	eLon inh	FAS-TE inh	CSN deneddyl inh	bovine MsrA act	Neddylation inh	Rin1 Abl inh	TbMetRS inhib	MLLE-PAM2 inh	MsrA inh
CCCCN1C(=O)C(=O)N(CC(=O)c2cc(C)n(-c3cc(C)on3)c2C)C1=O	-10	2	-1	-4	i	1	0.1	-5	0.1
CC(C)CCN1CCC(Cc2ccccc2)(NC(=O)c2ccccc2)C1=O (stereo not drawn)	2	-2	1	-3	i	-2	-0.3	-11	-1.6
COc1ccc(N(C)C(=O)C2CCCN2S(=O)(=O)c2cccc3nsnc23)cc1 (stereo not drawn)	-14	-4	2	0	i	-2	0.1	10	0.8
O=C(c1ccc(CNS(=O)(=O)c2ccccc2)cc1)N1CCN(Cc2ccccc2)CC1	-5	-1	-1	-2	i	2	-0.4	8	-0.2
O=C(NN1CCOCC1)C12CC3CC(CC(C3)C1)C2	-6	-13	-4	-3	i	-4	-0.3	9	-0.9
CC1(c2ccccc2)NC(=O)N(CC(=O)Nc2ccc([N+](=O)[O-])cc2)C1=O (stereo not drawn)	-7	18	-1	-2	i	1	2.5	11	2.4
Nc1nc(N2CCN(C/C=C/c3ccccc3)CC2)nc2ccccc12	-2	-4	-9	-5	i	0	0.3	-4	-0.4
COc1ccc(S(=O)(=O)N2CCOCC2)cc1C(=O)NC1CCCCCC1	1	-3	-7	-2	i	5	-0.3	5	1.4
COc1ccc(-c2csc(-c3ccc(O)cc3)n2)cc1	-1	18	-2	-1	i	-1	-0.4	4	-1.1
CCOc1ccc(CCNC(=O)CSc2cc(=O)n(C)c3ccccc23)cc1OCC	-5	-3	-3	1	i	-13	0.0	-7	0.4
CN(C)/C=C/C(=O)c1cnc2n(c1=O)CCS2	0	-1	-10	3	i	-3	0.1	9	0.2
COC(=O)CNc1nc(Cl)nc(N2CCC(C)CC2)n1	15	-1	1	-3	i	0	-0.4	5	1.0
Cc1cc(C)nc(SC2CCCCC2O)n1 (stereo not drawn)	-3	-4	-7	-13	i	1	-1.2	11	-0.9
COc1cccc(C(C)(O)c2nc(-c3ccoc3)cs2)c1 (stereo not drawn)	-10	-3	8	-2	i	3	-0.1	-5	-0.2
S=C(Nc1ccc2nc(-c3ccccn3)c(-c3ccccn3)nc2c1)N1CCCCCC1	2	-10	-4	-6	i	2	-0.8	30	1.8
Cc1ccc(S(=O)(=O)N2CCN(C(=O)CCCOc3ccc(Cl)cc3C)CC2)cc1	2	30	6	-1	i	-4	0.0	5	1.7
COC(=O)NCCOC(=O)N(O)c1ccc(Br)cc1	-2	-8	1	-5	i	-2	-1.0	-10	0.1
O=S(=O)(NCCSc1nc2ccccc2o1)c1ccccc1	-4	8	4	-2	i	-3	-1.2	9	-1.0
Cn1nnc(NC(=S)NC(=O)c2cccc3ccccc23)n1	7	-5	-2	-3	i	-1	0.1	13	-1.0
COc1ccc(NC(=O)CSc2nc3ccccc3c(=O)n2CCCN2CCOCC2)c(OC)c1	0	0	0	0	i	-6	-0.6	-11	1.7
CCNc1nc(NCC)nc(OCCNS(=O)(=O)c2cc(C)ccc2C)n1	1	-1	-7	-2	i	-4	0.0	12	0.1
CCOC(=O)C1CCN(C(=O)COC(=O)C23CC4CC(CC(C4)C2)C3)CC1	-1	1	-4	-5	i	1	-0.4	-4	-0.2
O=C(NCCc1cccc(Cl)c1)c1cccc([N+](=O)[O-])c1	-5	41	-4	-1	i	-1	0.4	10	-1.8
COc1ccc(CN2CCC2(C)C(=O)Nc2cnc3ccccc3c2)c2ccccc12 (stereo not drawn)	-10	22	2	-2	i	5	-0.2	8	1.0
O=C(CCN1C(=O)C2C3CCC(C3)C2C1=O)Nc1ccc([N+](=O)[O-])cc1 (stereo not drawn)	-11	2	4	-6	i	7	-0.2	5	3.0
CCOC(=O)C1CCN(S(=O)(=O)c2ccc3[nH]c(=O)oc3c2)CC1	-7	-8	7	-4	i	-3	-0.5	-35	-0.7
CC(C)NC(=O)CC(=O)N/N=C/c1ccc(F)cc1	4	-5	0	2	i	2	-0.2	0	-0.2
COc1cc(C2C3=C(CCCC3=O)Nc3[nH]n(-c4ccccc4)c(=O)c32)cc(OC)c1OC (stereo not drawn)	0	1	-11	-3	i	-4	0.3	9	1.6
CSc1ccc(CN(C)C(=O)CN2C(=O)NC3(CCCC3)C2=O)cc1	-13	-4	-3	-5	i	-1	-0.3	1	0.4
CCOC(=O)c1c(NC(=O)CSc2n[nH]c(N)n2)sc(CC)c1C	0	-20	4	-13	i	-1	-2.4	-21	0.0
CC(Sc1nnc(-c2ccc(Cl)cc2)n1C)C(N)=O (stereo not drawn)	4	-4	-3	0	i	-2	-1.0	-20	-0.1
COc1ccc(S(=O)(=O)N2CCCCC2)cc1NC(=O)Cn1cnc2ccccc2c1=O	1	-2	-3	-11	i	0	-0.7	-3	-0.9
CCCN1C(=O)C(NC(C)=O)c2ccccc21 (stereo not drawn)	-6	-6	1	-2	i	1	-1.0	2	-0.6
O=[N+]([O-])c1ccc(/C=N/NC(=S)Nc2ccccc2C(F)(F)F)o1	3	-1	-1	-6	i	-1	-0.5	30	0.8
Cc1cc(CSc2ccccc2)ccc1NC(=O)c1ccc(Br)cc1	3	4	0	-4	i	-1	0.3	14	-0.1
Cc1ccc(-c2nnn(CC(=O)N(CC(=O)NC3CCCC3)c3ccc(F)c(Cl)c3)n2)o1	-11	11	2	4	i	1	-0.7	-1	-1.0
COc1cc(C2CC(c3cccnc3)=NN2c2ccc(F)cc2)cc(OC)c1OC (stereo not drawn)	3	37	-3	-11	.	-2	-0.8	-3	-0.6
CC1CCC2(CC1)NC(=O)N(CC(=O)NCc1cccs1)C2=O (stereo not drawn)	-3	-11	-5	-8	i	1	-0.5	4	1.9
Cc1cccc(NC2CNC(=O)NC2=O)c1 (stereo not drawn)	-9	-12	3	-1	i	-2	-0.1	-1	0.0
CCN1CCc2c(sc(NC(=S)NC(=O)c3ccccc3)c2C#N)C1	-36	-20	48*	-6	i	-4	-2.8	-27	1.3
CCCNC(=O)c1c(N)n(-c2ccc(S(N)(=O)=O)cc2)c2nc3ccccc3nc12	-8	-6	6	5	.	-2	-0.3	-10	0.3
Cc1c(C)n(CCc2ccccc2)c2ncnc(NN)c12	-1	-67	1	-3	i	2	-0.6	-46	-0.1
O=C(CC1NC(=O)NC1=O)NC1(C(=O)NC2CCCCC2)CCCCC1 (stereo not drawn)	-6	-6	-2	-4	i	1	-0.1	-11	0.3
